Vif inh = HIV Vif self-association inhibitors, primary screen, imaging, HEK293T, single point; HEK293T cells, Vif self-association by quenched fluorescence, 24 h; AID 602346, 2012; inhibition, % at 7.49 µM; 340,000 tested, 0.35% active; in the data active = inhibition above about 50%, passing the limit was not always enough; also: some results filed as inactive read as strong as hits
NR2E3 ag-1 = inhibitors of NR2E3-RetCOR corepressor binding, primary screen, NR2E3 agonist project, biochemical, TR-FRET, GST-NR2E3, biotin-RetCOR; Photoreceptor-specific nuclear receptor (Homo sapiens), Q9Y5X4; 1536-well; inhibition of corepressor binding, % at 4.78 µM; 320,000 tested, 0.12% active; AID 2300, 2010;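 active = percent inhibition above the cutoff of mean plus 3 SD of all tested compounds, set per screening campaign, cut at about 20% in these data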;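 also: 0% = DMSO wells and 100% = biotin wells as full block of FRET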
Target sequence (Q9Y5X4 whole entry, looked up): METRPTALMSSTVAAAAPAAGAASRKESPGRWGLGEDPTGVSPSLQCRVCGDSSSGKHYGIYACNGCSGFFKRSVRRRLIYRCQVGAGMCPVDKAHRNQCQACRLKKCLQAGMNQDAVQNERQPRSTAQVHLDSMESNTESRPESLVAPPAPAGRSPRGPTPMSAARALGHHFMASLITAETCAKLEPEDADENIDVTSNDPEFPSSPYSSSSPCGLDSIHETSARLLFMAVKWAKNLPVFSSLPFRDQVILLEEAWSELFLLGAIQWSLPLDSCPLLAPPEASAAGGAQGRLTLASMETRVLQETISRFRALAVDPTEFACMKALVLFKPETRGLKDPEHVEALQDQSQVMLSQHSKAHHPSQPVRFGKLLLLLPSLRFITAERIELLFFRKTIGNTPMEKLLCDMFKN
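System: GST-NR2E3 and biotin-RetCOR proteins; probe or stimulus: 7 nM biotin-RetCOR; doses: compound at 4.8 µM, single dose; schedule: Compound–protein incubation for 5 h at 4 °C; detection: time-resolved FRET; read-out: percent inhibition; controls: biotin wells as high control, 0.6% DMSO wells as low control; format: 1536-well plates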
MITF TRPM1 inh = inhibitors of MITF-dependent TRPM1 promoter reporter, primary screen, cell-based, SK-MEL-5, single point, luciferase; SK-MEL-5 TRPM1 promoter luciferase, 24 h; inhibition, % at 12.5 µM; 330,000 tested, 0.83% active;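 active = mean inhibition across replicates of 60% or more, whatever share of single replicates reaches that level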; also: values of inactives mirror those of a sister screen read the other way
Peg3 promoter = Peg3 promoter-driven luciferase inhibitors, primary screen, cell-based, HeLa, luciferase luminescence; HeLa PEG-Prom luciferase reporter, overnight; inhibition, % at 20 µM; 360,000 tested, 1.7% active;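 active = inhibition of at least 50% at 20 µM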
NR2E3 ag-2 = NR2E3 agonists in two-hybrid cells, primary screen, cell-based, luminescence, CHO-S, Gal4-NCOR/VP16-NR2E3; Photoreceptor-specific nuclear receptor (Homo sapiens), Q9Y5X4; luciferase; AID 602229, 2012; inhibition of corepressor binding, % at 3.98 µM; 360,000 tested, 0.35% active;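 active = inhibition above the mean of all tested compounds plus 3 SD, cut at about 70% in these data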;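 also: 0% = DMSO with NR2E3 transfected cells and 100% = cells lacking NR2E3 construct; higher means lower luciferase signal from less NR2E3 corepressor binding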
CaV13 FRET inh = Primary screen for inhibitors of IQ motif and Ca2+-dependent inactivation inhibitor domain binding in CACNA1D, Förster resonance energy transfer in living cells, …; HEK cells, CFP/YFP FRET ICDI-IQ, plate reader, 10 min; percent FRET-ratio fall versus neutral wells; inhibition, % at 12.3 µM; 340,000 tested, 0.098% active; AID 743397;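 active = mean replicate inhibition of at least 30% and at least 1% of replicates passing that level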;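 also: 0% = median of the neutral control wells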
HIF-2a inh = HIF-2a reporter inhibitors, primary screen, luminescence, 786-0 RCC cells. 786-0 RCC cells HIF-2a reporter, luciferase luminescence, overnight. inhibition, % at 18.8 µM. 360,000 tested, 0.72% active. AID 624352, 2012;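 active = inhibition of the luminescence signal of 40% or more relative to plate controls, in a single-dose primary screen at 18.75 µM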
Exocytosis inh = LAMP-1 surface exposure blockers, TALL-104 cells – cell-based, flow cytometry, MLPCN library, primary screen; TALL-104 LAMP-1 surface exposure; cells stimulated with thapsigargin and PMA; inhibition, % at 10 µM; 360,000 tested, 0.66% active;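 active = inhibition above about 55%, limit read from the data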
hiPSC survival = enhancers of single-cell hiPSC survival, primary screen, ATPlite luminescence; 100% = ROCK inhibitor wells, 0% = DMSO; survival enhancement, % at 20 µM; 360,000 tested, 0.044% active; in the data active = survival enhancement above about 18%;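 also: cells exposed to compounds for 16 hours before the ATP read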
PDI turbidity = inhibitors of human PDI, primary screen, biochemical, turbidity, single point, plate reader | PDI insulin aggregation turbidity, A650, 90 min | inhibition, % at 10 µM | 350,000 tested, 0.052% active;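 active = mean inhibition across replicates of 30% or more, whatever share of single replicates reach that level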;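 also: absorbance from insulin aggregation driven by PDI reduction with DTT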
Target sequence (P07237 whole entry, looked up): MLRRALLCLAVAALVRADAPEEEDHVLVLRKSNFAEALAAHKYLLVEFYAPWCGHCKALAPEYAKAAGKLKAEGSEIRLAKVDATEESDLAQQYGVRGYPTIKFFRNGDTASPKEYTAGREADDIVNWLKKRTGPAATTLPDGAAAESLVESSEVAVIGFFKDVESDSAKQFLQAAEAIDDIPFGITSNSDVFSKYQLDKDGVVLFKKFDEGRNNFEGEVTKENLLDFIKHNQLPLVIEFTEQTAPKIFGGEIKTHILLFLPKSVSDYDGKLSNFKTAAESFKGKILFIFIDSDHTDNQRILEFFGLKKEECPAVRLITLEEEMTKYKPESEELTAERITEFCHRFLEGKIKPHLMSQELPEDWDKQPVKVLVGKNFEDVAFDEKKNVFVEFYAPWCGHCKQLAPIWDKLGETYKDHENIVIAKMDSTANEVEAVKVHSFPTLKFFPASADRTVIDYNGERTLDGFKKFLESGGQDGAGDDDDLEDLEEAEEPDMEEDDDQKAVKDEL
aDG glyco up = activators of alpha-DG glycosylation, primary screen, uHTS, Pro5-aDG cells, AlphaScreen | alpha-DG glycosylation AlphaScreen (IIH6); 0% Pro5, 100% B10-LARGE cell signal | activation, % at 10 µM | 360,000 tested, 0.22% active | AID 624168, 2012;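 active = activation of at least 8% versus controls, or a plate z-score of at least 8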;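 also: Pro5 are CHO cells carrying HIG-tagged alpha-DG that lacks glycosylation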
The depositor's hits bear a star; · = no result given; + = active, no number; & = joins results of further samples.

SMILES | Vif inh | NR2E3 ag-1 | MITF TRPM1 inh | Peg3 promoter | NR2E3 ag-2 | CaV13 FRET inh | HIF-2a inh | Exocytosis inh | hiPSC survival | PDI turbidity | aDG glyco up
CCOc1cc(/C=C2\CCC/C(=C\c3cc(Cl)c(O)c(OCC)c3)C2=O)cc(Cl)c1O | 18 | 0 | 72* | 81* | 16 | -3 | 89* | 82* | 0.4 | -15 | -0.8
COc1ccc(C(CNC(=O)c2cc(S(=O)(=O)NCc3ccccc3)ccc2C)N2CCOCC2)cc1 (stereo unspecified) | -12 | 4 | -4 | 2 | -2 | -6 | -2 | -3 | -0.4 | -4 | 0.6
CC1(C(=O)Nc2ccc3c(c2)OCO3)CCN1Cc1cccc2c1OCO2 (stereo unspecified) | -11 | · | · | -2 | 6 | -12 | -12 | -5 | 2.9 | -7 | -0.2
CCN(CC)C1Oc2cc3c(cc2C(c2cc(OC)c(OC)c(OC)c2)C1C)OCO3 (stereo unspecified) | 55* | · | 36 | -5 | 3 | -5 | 28 | 4 | 0.0 | -2 | -0.1
CNC(=O)c1cc2cc(OC)ccc2n1CCN(C)C | 0 | 1 | -2 | 8 | 2 | · | 7 | -4 | -2.3 | 7 | 0.2
CCCCC(=O)Nc1ccc(C(=O)OC2CCCCC2)cc1 | -1 | 2 | -20 | -32 | -16 | · | -30 | 10 | -1.2 | 0 | 1.9
CC(C)(O)C#Cc1ccc(CNC[C@H]2O[C@@H](n3cnc4c(=O)[nH]c(N)nc43)[C@H](O)[C@@H]2O)s1 | -23 | · | · | 15 | 8 | -7 | 14 | 1 | -1.7 | · | 0.0
O=c1c(-c2ccccc2)c(O)c2ccccc2n1-c1ccccc1 | · | -1 | -7 | -5 | 19 | -6 | 18 | -5 | -0.6 | -3 | -0.2
O=C(NC1CC2CCC(C1)N2C(=O)NCc1ccccc1)C1CC1 (stereo unspecified) | 2 | 4 | -4 | 4 | -11 | -9 | 3 | 1 | 1.1 | 5 | -0.2
C=CC[C@@H](CC(=O)NCCO)C(=O)N[C@H](C)COC(=O)[C@@H](CC=C)CC(=O)OC(C)(C)C | · | · | 4 | -12 | 11 | -11 | 2 | 6 | 1.7 | 8 | -0.2
CCOc1cccc(C(=O)Nc2cccc(C(C)=O)c2)c1 | -5 | 0 | -7 | -98 | -38 | -2 | -104 | -3 | 2.6 | -1 | 0.0
Cc1nc(-c2cc(-c3nc(-c4ccc(C(C)(C)C)cc4)no3)no2)cs1 | -2 | 3 | 14 | -2 | -12 | -4 | 2 | -10 | 0.0 | -1 | 0.0
CC(=O)N1CCC(C(=O)Nc2ccc(S(=O)(=O)NCCc3ccccc3)cc2)CC1 | 1 | 4 | 3 | -5 | -19 | -5 | 16 | -1 | -0.6 | 14 | 0.0
COc1ccccc1/C=N/Nc1nc(C)c(C(C)=O)s1 | · | 0 | · | -244 | -18 | -7 | -230 | 2 | 4.3 | -4 | 0.4
COc1cc(OC)cc(-c2sc3ccc(OC)cc3c2C#CCO)c1 | -8 | · | -19 | -11 | -50 | -10 | -56 | 4 | 2.3 | 7 | 0.8
CCCCN(C(=O)C(C)Oc1cccc(Cl)c1)c1c(N)n(CCC)c(=O)[nH]c1=O (stereo unspecified) | · | 1 | 5 | 10 | 5 | -2 | 22 | 8 | -0.3 | 6 | 0.1
O=C(Nc1nnc(S(=O)(=O)N2CCCCCC2)s1)c1cccc(Br)c1 | · | 5 | · | -66 | -31 | -6 | -174 | 13 | -2.7 | -8 | -0.2
Cc1cccc(C)c1NC(=O)CSc1nnc(C)c(=O)[nH]1 | -3 | 4 | -4 | 10 | 20 | 2 | 12 | -4 | -0.5 | -4 | 2.1
NC(=O)NC(Cc1ccccc1)C(=O)O (stereo unspecified) | 5 | 0 | -2 | 3 | 8 | -6 | 2 | -7 | -0.3 | -3 | -0.1
COc1ccc(N2C(c3cc(OC)cc(OC)c3)=Cc3ccccc3C2CC(C)=O)cc1 (stereo unspecified) | · | · | · | · | -11 | -5 | -5 | 1 | 2.2 | · | -0.2
C=CCNC(=O)CN(c1cccc(Br)c1)S(C)(=O)=O | 5 | -2 | 4 | 3 | -9 | -5 | 4 | -1 | -0.3 | -6 | -0.1
Cc1ccc(C)c(N2CCN(C(c3ccncc3)c3nnnn3Cc3ccccc3)CC2)c1 (stereo unspecified) | -13 | 3 | 19 | -5 | -17 | · | -13 | 0 | -0.3 | -2 | -0.1
COc1ccc(C(=O)NCCN2CCOCC2)c(OC)c1 | -11 | 1 | 4 | 4 | 7 | -2 | 1 | 5 | -2.3 | 7 | 0.3
Cc1cccn2c(=O)c3cc(C(N)=S)c(=N)n(CCCN4CCOCC4)c3nc12 | 1 | 1 | -13 | -11 | -4 | + | -1 | 0 | 1.6 | 2 | -0.6
CC(C)N(Cc1nccn1C)C(=O)CC1C(=O)NCCN1Cc1ccccc1C(F)(F)F (stereo unspecified) | -5&0 | -1 | -1 | 3 | -14 | -1 | 13 | 0 | 0.3 | 1 | -0.2
CCc1ccc(N2CN(CCc3ccccc3)CNC2=S)cc1 | 8 | 3 | · | 16 | -39 | -20 | -6 | 2 | 0.9 | -7 | 0.1
COc1ccc(-n2nc(C(=O)NCC(=O)Nc3cccc(C)n3)c3ccccc3c2=O)cc1 | -4 | -4 | 3 | 20 | -1 | -4 | 24 | 0 | 1.2 | -3 | 1.0
COc1ccccc1NC(=O)COC(=O)c1ccc(S(=O)(=O)NCc2ccco2)cc1 | -4 | -4 | -4 | 6 | -36 | 0 | 7 | 2 | -1.9 | 1 | -0.1
COc1cc(-c2n[nH]c(=S)n2/N=C/c2cccn2C)cc(OC)c1OC | 10 | -2 | 6 | 10 | 0 | 12 | 18 | -5 | -0.1 | 0 | 0.0
CCOc1ccc(OCC)c(NC(=O)CN2CCN(c3ccc(C)cc3C)CC2)c1 | -19 | 1 | 7 | 17 | -7 | -5 | 12 | -3 | 3.7 | 2 | 0.4
Cc1cccc(NC(=S)NC2CCCC2)c1C | -6 | 3 | 8 | 2 | 19 | 0 | 1 | -1 | -0.7 | -4 | 0.1
O=C(c1ccc(Cl)cc1)[C@@H]1[C@@H]2C(=O)N(c3ccccc3)C(=O)[C@@H]2C2c3ccccc3C=NN21 (stereo partly specified) | -13 | 0 | 6 | 8 | 4 | -6 | -12 | 4 | 0.8 | -12 | 0.1
Cc1cccc(NS(=O)(=O)c2ccc3[nH]c(=O)cc(C(=O)O)c3c2)c1 | 15 | 7 | 10 | 4 | -6 | 1 | 4 | 2 | -0.3 | -1 | 0.3
Cc1csc(CN(C)C(=O)CC2C(=O)NCCN2Cc2ccc(F)cc2Cl)n1 (stereo unspecified) | -2 | -3 | 23 | 0 | 4 | -3 | 9 | -2 | -0.5 | -1 | -0.1
O=C(c1ccc(OC2CCN(C/C=C/c3ccccc3)CC2)cc1)N1CCCC1 | · | 2 | -1 | 13 | -14 | -5 | 17 | -1 | 0.1 | 0 | 0.0
Cc1onc(-c2ccccc2)c1C(=O)Nc1ccc(Br)cc1Cl | · | 5 | -17 | -112 | 32 | · | -2 | -1 | -0.1 | -3 | 0.0
CC(C)C(N)c1csc(Nc2ccc(C(=O)NCCCO)cn2)n1 (stereo unspecified) | 10 | · | · | -1 | -4 | -3 | 10 | -1 | -2.5 | 4 | -0.3
Cc1cc(C)nc(SC2CCCCC2NS(=O)(=O)c2ccccc2)n1 (stereo unspecified) | 3 | 5 | -6 | 4 | -10 | -3 | 11 | 0 | -0.1 | -1 | -0.3
C=CCn1c(-c2ccccc2)nc(=S)c2c1CC(C)(C)OC2 | -16 | -2 | 6 | 1 | -12 | -4 | -2 | 5 | 8.1 | -3 | 0.0
CCC(=O)Nc1nnc(SCc2cccc(F)c2)s1 | 1 | 2 | -4 | -65 | 3 | -4 | -93 | 1 | -1.3 | -1 | 0.2
O=[N+]([O-])c1cnccc1Nc1ccccc1 | -1 | 3 | 6 | 8 | -7 | -5 | 2 | 0 | 2.5 | 0 | 0.1
O=C(CCNS(=O)(=O)c1ccc(Br)cc1)NCC1CCCO1 (stereo unspecified) | 13 | 4 | -1 | 5 | -2 | -5 | 10 | 5 | 1.9 | 1 | -0.1
CC(C)c1ccc(S(=O)(=O)c2nnn3c2nc(NCC2CCCO2)c2ccccc23)cc1 (stereo unspecified) | -9 | -3 | 3 | 13 | 10 | · | -3 | 37 | -0.5 | 11 | -0.1
Cc1[nH]n(-c2ccccc2)c(=O)c1C=NC1CCCCC1 | 13 | -1 | -10 | -37 | -3 | 9 | -79 | -2 | -1.8 | 4 | 0.2
O=C(NNC(=O)c1cccnc1Cl)c1ccc(F)cc1 | -2 | 3 | -6 | 0 | -21 | · | -1 | -14 | -0.4 | -4 | -0.1
CC1(C)CC(=O)C=C(NCCN2CCN(C(=O)Nc3ccc(Cl)c(Cl)c3)CC2)C1 | -5 | 2 | -4 | 14 | -29 | -5 | 15 | 2 | -2.4 | -11 | 0.1
COc1cccc(/C(O)=C2/C(=O)C(=O)N(c3ccccn3)C2c2ccc(OC)c(OC)c2)c1 (stereo unspecified) | 20 | -1 | -8 | 0 | -6 | -3 | 21 | -2 | 0.8 | 0 | -0.2
O=C(O)c1c(NC(=O)N(CCO)Cc2ccccc2)sc2c1CCCC2 | 13 | 1 | 3 | -8 | -27 | -2 | -12 | -4 | 0.7 | 1 | -0.1
Cc1ccc(C[n+]2ccccc2)cc1 | -3 | 0 | 2 | 22 | -24 | -11 | 5 | 50 | -3.3 | -4 | 0.1
COc1ccc(NC(=O)CSc2nc3c(c(=O)n2-c2ccccc2)SCC3)c(OC)c1 | 13 | 2 | 8 | 14 | 11 | -4 | 18 | -2 | 2.0 | 3 | 0.1

Some of these compounds in order of their number in NR2E3 ag-2, smallest number first:
canonical_smiles | Vif inh | NR2E3 ag-1 | MITF TRPM1 inh | Peg3 promoter | NR2E3 ag-2 | CaV13 FRET inh | HIF-2a inh | Exocytosis inh | PDI turbidity | aDG glyco up
CC1(C)CC(=O)C=C(NCCN2CCN(C(=O)Nc3ccc(Cl)c(Cl)c3)CC2)C1 | -5 | 2 | -4 | 14 | -29 | -5 | 15 | 2 | -11 | 0.1
Cc1ccc(C[n+]2ccccc2)cc1 | -3 | 0 | 2 | 22 | -24 | -11 | 5 | 50 | -4 | 0.1
COc1cccc(/C(O)=C2/C(=O)C(=O)N(c3ccccn3)C2c2ccc(OC)c(OC)c2)c1 (stereo unspecified) | 20 | -1 | -8 | 0 | -6 | -3 | 21 | -2 | 0 | -0.2
